Assay outcomes from PubChem BioAssay.
aSyn yeast rescue – qHTS of alpha-syn Inhibitors: NCGC Sytravon Library Screen. S. cerevisiae alpha-synuclein toxicity rescue, BacTiter-Glo growth, 24 h. Potency, µM (series often up to 46.1 µM), for the others: at the top dose growth rescue (activation), hits mostly activators. actives 0.02% (n = 94,000). AID 1347070, 2019; active = well fitted activation curve with a large enough effect; inconclusive = small, poorly fitted or top-dose-only effect; note: 0% is about no effect
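Growth restoration measured by BacTiter-Glo luminescence after 24 hr at 30 deg C; alpha-synuclein yeast, raffinose-pregrown to mid-log, were added at OD600=0.02 in galactose medium onto pinned compounds.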
* = called active by the depositor; ? = inconclusive. Potency is the fitted concentration of half-maximal effect.

SMILES | aSyn yeast rescue
O=C1CC(NCc2ccccc2)C(=O)N1c1ccc(F)cc1 (configuration not stated) | 8%
COc1ccccc1NC(=O)c1cc(OC)c(OC)cc1[N+](=O)[O-] | -1%
O=C(C1CCN(S(=O)(=O)c2cccnc2)CC1)N1CCN(c2ccc(Cl)cc2)CC1 | -2%
COc1ccc(CN2C(=O)C(CC(=O)NCc3cccs3)CC(C(=O)N(C(C)C)C(C)C)=C2C)cc1 (configuration not stated) | 3%
CCCCCCCCC(=O)NNC(=O)c1c(O)c2ccccc2n(CCC)c1=O | -4%
Cc1ccc(C(=O)Nc2c(C(=O)NCc3ccc(Cl)cc3)sc3nc(C)cc(C)c23)cc1 | -10%
CC(C)c1ccc(NC(=O)C(Cc2ccccc2)n2cccc2)cc1 (configuration not stated) | -8%
CC1CN(S(=O)(=O)c2cccc(C(F)(F)F)c2)CN1C(=O)N1CCOCC1 (configuration not stated) | 10%
CN(CC(=O)NCc1ccc(F)cc1)S(=O)(=O)c1ccc2[nH]c3c(c2c1)CCCC3 | -2%
CN(C)CCCNC(=S)N1CCn2c(nc3ccccc32)C1 | -9%
COc1cccc(C(=O)Nc2cc(C)on2)c1 | -1%
CCOC(=O)C1CCCN(C(=O)c2ccc3c(c2)N(Cc2ccccc2)C(=O)c2ccccc2S3=O)C1 (configuration not stated) | -11%
CCCn1c(CCC(=O)Nc2cc(Cl)c(OC)cc2OC)nc2cccnc21 | -3%
Cc1ccc(-n2nc(C)c3c(C(=O)Nc4ccccc4C(F)(F)F)cc(C)nc32)cc1 | -1%
Fc1ccc(-c2cc(-c3nc(-c4cccc(Cl)c4)no3)[nH]n2)cc1 | -2%
Cc1ccc(S(=O)(=O)N2CCC(C(=O)N3CCCCCCC3)CC2)cc1 | -12%
Cc1cc(C)cc(NC(=O)COC(=O)[C@@H](NC(=O)c2ccco2)C(C)C)c1 | -4%
Cc1oc2ncn(CC(C)C)c(=O)c2c1C(=O)NCCCN(Cc1ccccc1)C(C)C | -4%
CC(=O)Nc1ccc(C(=O)CSc2nnnn2C)cc1 | -8%
O=S(=O)(Cc1ccccc1)C(c1ccccc1)S(=O)(=O)Cc1ccccc1 | -7%
Cc1ccc(C(=O)NCC(c2ccc3c(c2)OCO3)N2CCOCC2)cc1C (configuration not stated) | 2%
CC(=O)c1cc(NC(=O)c2cccc(C(F)(F)F)c2)c(=O)oc1C | 8%
Cc1ccc(S(=O)(=O)N(C)C)cc1NC(=O)COC(=O)CCC(=O)c1cccs1 | -8%
Cc1noc(NS(=O)(=O)c2ccc(NC(=O)c3cnc4scc(C)n4c3=O)cc2)c1C | -4%
Cc1nc(-c2ccccn2)nc(N2CCOCC2)c1Cl | -9%
CC(NC(=S)Nc1ccc(F)cc1)C(c1cccs1)N1CCOCC1 (configuration not stated) | -4%
Cc1ccc(S(=O)(=O)NCC(=O)OCC(=O)NCc2ccc3c(c2)OCO3)cc1 | 2%
COc1ccc(N/C(N)=N/c2nc(CSc3nnc(C)s3)cc(=O)[nH]2)cc1 | 0%
COc1ccc(S(=O)(=O)N2CCC(C(=O)Nc3cc(Cl)ccc3N3CCOCC3)CC2)cc1OC | -8%
CCCn1c(N)c(N(CCOC)C(=O)c2ccccc2)c(=O)[nH]c1=O | 3%
CC(C)c1ccc(/C=N/N2CCCCC2)cc1 | -3%
COc1ccc(S(=O)(=O)NC2CCCCC2)cc1-n1cnnn1 | 8%
Cc1nc2scc(C)n2c(=O)c1S(=O)(=O)Nc1ccc(N2CCN(C(=O)C(C)C)CC2)cc1 | 20%
COc1ccc(CCNS(=O)(=O)c2cc(-c3cc(C)no3)ccc2OC)cc1OC | -6%
COc1ccc(NC(=O)c2sc3nc4c(cc3c2N)CCCCCC4)cc1 | -1%
O=C(/C=C/c1ccco1)Nc1nc(-c2ccc(F)c(F)c2)cs1 | -12%
COC(=O)c1sccc1S(=O)(=O)N(CC(=O)Nc1ccccc1F)c1ccccc1 | 4%
Clc1ccc(CSc2ccc(-c3cccs3)nn2)cc1 | -13%
COc1cc(OC)cc(C(=O)Nc2ccc3oc(-c4cccc5c(Br)cccc45)nc3c2)c1 | -12%
COc1ccc(S(=O)(=O)N(CC(=O)NC(C)c2ccccc2)c2ccc(C)cc2)cc1OC (configuration not stated) | ?
COc1cc(C2C(C(=O)Nc3ccc(Cl)cc3)=C(C)Nc3nc(SC)nn32)cc(OC)c1OC (configuration not stated) | 1%
O=CC(=Cc1ccccc1)c1ccccc1 | 1%
O=C(CSc1nnc2scc(-c3ccc(Cl)cc3)n12)Nc1ccc(F)cc1 | -6%
COC(=O)Cc1[nH]n(-c2nc3ccccc3s2)c(=O)c1C(C)=Nc1ccc(OC)cc1 | 1%
CC(C)C(=O)Nc1nc2cc3c(cc2s1)OCCO3 | -3%

2 compounds drawn at random from the list so far:
SMILES | aSyn yeast rescue
CN(C)CCCNC(=S)N1CCn2c(nc3ccccc32)C1 | -9%
COc1ccccc1NC(=O)c1cc(OC)c(OC)cc1[N+](=O)[O-] | -1%

More compounds:
SMILES | aSyn yeast rescue
Cc1c(C(=O)NCCN(C)C)oc2c1-c1nn(Cc3ccccc3Cl)cc1CC2 | 1%
O=C(CN1CCN(C/C=C/c2ccccc2)CC1)Nc1ccccc1C(=O)NC1CC1 | 4%
OC(CNCc1ccccc1F)COc1cccc2ccccc12 (configuration not stated) | 8%
O=C(Nc1c(C(=O)Nc2cccc(F)c2)oc2ccccc12)c1cc2ccccc2o1 | 11%
COc1cc([N+](=O)[O-])ccc1NC(=O)COC(=O)c1n[nH]c2ccccc12 | 2%
Cc1ccc(CNC(=O)c2nnn(CC(=O)Nc3cc(C)ccc3C)c2N)cc1 | 3%
CC1=C(C(=O)Nc2ccccc2)C(c2ccc(C(=O)O)cc2)n2ncnc2N1 (configuration not stated) | -3%
O=C(N/N=C/C=C\c1ccccc1[N+](=O)[O-])c1ccncc1 | 2%
CCc1ccc(N2C(=O)C3CCCN3C2=S)cc1 (configuration not stated) | 2%
COCCCNC(=O)[C@H](CSCc1ccccc1)N1Cc2ccccc2C1=O | -12%
COc1ccc(CCNC(=O)c2cc3c(s2)-c2ccccc2OC3)cc1OC | -7%
Cc1cc(C)cc(NC(=O)c2cnc3sc(N4CCCC4)nn3c2=O)c1 | 5%
O=C(Cc1ccccc1F)Nc1cc(S(=O)(=O)N2CCCCC2)ccc1N1CCOCC1 | 3%
CCOC(=O)C1CCN(C(=O)Cn2nc(C)n3c(cc4sccc43)c2=O)CC1 | 1%
Cc1cc(C)nc(SC(C(=O)O)c2ccccc2)n1 (configuration not stated) | 8%
COc1ccc(-c2nc(SCC(=O)NCC3CCCO3)c(-c3ccc(Cl)cc3)[nH]2)cc1 (configuration not stated) | -11%
Cc1ccc(NC(=O)Cn2c(=O)c(C(F)(F)F)nc3ccccc32)c(C)c1 | 0%
CCN(CC)CCOC(=O)c1ccc(NC(=O)Cn2ncc3c2-c2cc(C)ccc2OC3)cc1 | 6%
CCn1c(=O)c(C(=O)NNC(=O)Cc2ccccc2)c(O)c2ccccc21 | 2%
Cc1ccc(C2NC(=S)N3C(c4ccc(C)cc4)NC(=S)N23)cc1 (configuration not stated) | 5%
CCN1CCc2c(sc(NC(=O)c3ccc(S(=O)(=O)N4CCCC(C)C4)cc3)c2C(=O)OC)C1 (configuration not stated) | 8%
CC(OC(=O)/C=C/c1cccc(Cl)c1)C(=O)NC1CCCCC1C (configuration not stated) | 0%
Cc1ccccc1OCCNC(=O)c1ccco1 | 2%
COc1cc(NC(=O)c2cc(Cl)c(OC)c(Cl)c2)ccc1NC(=O)c1cc2ccccc2o1 | -13%
Cc1cc(C)nc(-n2nc(C)c3c2NC(=O)CC3c2cc(F)ccc2F)n1 (configuration not stated) | -7%
COc1ccccc1NC(=O)COc1ccc(-c2nn(C)c(=O)c3ccccc23)cc1 | 5%
Cn1ncc(Cl)c1C(=O)N/N=C/c1cccc(OC2CSC2)c1 | 10%
Cc1ccc(NC(=O)CN2C(=O)C3CC=C(Cl)CC3C2=O)cc1 (configuration not stated) | 5%
CC(NC(=O)CN1C(=O)c2cccnc2Oc2ccc(Cl)cc21)c1ccccc1 (configuration not stated) | 0%
CCOC(=O)C1=C(CN2CCN(c3ccc(Cl)cc3)CC2)NC(=O)NC1c1ccc(OC)cc1 (configuration not stated) | -4%
CC(C)CCNC(=O)CN1C(=O)c2cccnc2Oc2ccccc21 | -2%
CCS(=O)(=O)c1ncc(N(Cc2ccccc2)Cc2ccco2)c(C(=O)Nc2ccc(C)c(C)c2)n1 | 6%
Cc1ccccc1CSc1nc2nc(C)c(Cc3ccccc3)c(C)n2n1 | -1%
CCOc1ccc(CCNC(=O)CN2C(=O)C(CC)Oc3ccccc32)cc1OCC (configuration not stated) | 7%
CCOc1cc(C(=O)Nc2ccc(S(=O)(=O)Nc3cc(OC)nc(OC)n3)cc2)cc(OCC)c1OCC | -2%
CCC(Sc1nc2ncccc2[nH]1)C(=O)NCCc1ccccc1 (configuration not stated) | 3%
O=[N+]([O-])c1ccc(N2CCCCC2)nc1N1CCCCC1 | -11%
CN(C)c1ccc(CNC(=O)c2cccn2-c2nnc(N3CCCCC3)s2)cc1 | -10%
Cc1ccc(/C=C/c2onc(C)c2S(=O)(=O)N2CCC(C(=O)Nc3cccc(C#N)c3)CC2)cc1 | -10%
COc1ccc(NC(=O)CCc2c(C)nn(-c3ccc(N4CCCCC4)nn3)c2C)cc1Cl | 1%
CCc1ccc(-n2c(=O)c3cccnc3n2CC(=O)Nc2ccccc2C(F)(F)F)cc1 | 5%
C=CCOc1ccc(C2NC(=S)NC3=C2CCc2ccccc23)cc1 (configuration not stated) | 14%
CC(=O)Nc1nonc1-c1nc2ccccc2n1Cc1ccccc1Br | -13%
CCOc1ccc(NC(=O)C(=O)NCCc2ccccc2)cc1 | 1%
CCC(C)NC(=O)C1CCN(S(=O)(=O)c2ccc(Br)s2)CC1 (configuration not stated) | -2%
CCN(c1ccccc1)S(=O)(=O)c1ccc(NC(=O)c2cc(=O)c3cc(C)ccc3o2)cc1 | -9%
COc1ccc(-c2noc(N3CCC(C(=O)Nc4cc(OC)ccc4OC)CC3)n2)cc1 | 2%
CCc1nnc(NC(=O)CSc2nc3c([nH]c4ccccc43)c(=O)n2-c2ccc(C)cc2)s1 | -9%
COc1ccccc1NC(=O)CCn1cnc2onc(-c3ccc(F)cc3)c2c1=O | 25%
CC1CCCN(C(=O)COC(=O)CSc2ccc(C(N)=O)cc2[N+](=O)[O-])C1 (configuration not stated) | 5%
COc1ccc(N2CCN(C(=O)CSc3ccc([N+](=O)[O-])cc3)CC2)cc1 | 0%
O=c1[nH]c(CN2CCCCC2)ccc1O | 0%
COc1ccc(C(CNC(=O)COc2cc(C)c(Cl)c(C)c2)N2CCCCC2)cc1 (configuration not stated) | -6%
CC1=C(c2ccc(C)c(C)c2)S(=O)(=O)N(Cc2ccc(C(=O)NCc3cccc(C)c3)cc2)C1=O | 9%
NS(=O)(=O)c1ccc(N/N=C/c2ccccc2C(=O)O)c([N+](=O)[O-])c1 | 10%
COc1cc(Cl)c(C)cc1NC(=O)CCc1nc2cccnc2n1-c1ccccc1 | -3%
CC(C)CCNC(=O)c1ccc2c(c1)N(Cc1ccccc1F)C(=O)c1ccccc1S2=O (configuration not stated) | -1%
CCOC(=O)c1cccc(NC(=O)c2cc3c(Cl)nc4ccc(C)cc4c3s2)c1 | -1%
O=C(Cc1ccccc1F)c1ccc(O)cc1O | -3%
Nc1nc(SCc2ccccc2)n[nH]1 | -2%
CCC(C)n1c(=O)c2sccc2n2c(CCCC(=O)Nc3ccc(F)cc3)nnc12 (configuration not stated) | 3%
CN(CC(=O)Nc1ccccc1Cl)C(=O)COC(=O)c1ccccc1[N+](=O)[O-] | -3%
CNc1nc(OC)nc(N(C#N)CN2C(=O)c3ccccc3S2(=O)=O)n1 | 9%

Structures shown so far containing two or more sulfur atoms, in the order listed:
SMILES | aSyn yeast rescue
O=S(=O)(Cc1ccccc1)C(c1ccccc1)S(=O)(=O)Cc1ccccc1 | -7%
Cc1ccc(S(=O)(=O)N(C)C)cc1NC(=O)COC(=O)CCC(=O)c1cccs1 | -8%
Cc1noc(NS(=O)(=O)c2ccc(NC(=O)c3cnc4scc(C)n4c3=O)cc2)c1C | -4%
CC(NC(=S)Nc1ccc(F)cc1)C(c1cccs1)N1CCOCC1 (configuration not stated) | -4%
COc1ccc(N/C(N)=N/c2nc(CSc3nnc(C)s3)cc(=O)[nH]2)cc1 | 0%
Cc1nc2scc(C)n2c(=O)c1S(=O)(=O)Nc1ccc(N2CCN(C(=O)C(C)C)CC2)cc1 | 20%
COC(=O)c1sccc1S(=O)(=O)N(CC(=O)Nc1ccccc1F)c1ccccc1 | 4%
Clc1ccc(CSc2ccc(-c3cccs3)nn2)cc1 | -13%
O=C(CSc1nnc2scc(-c3ccc(Cl)cc3)n12)Nc1ccc(F)cc1 | -6%
Cc1ccc(C2NC(=S)N3C(c4ccc(C)cc4)NC(=S)N23)cc1 (configuration not stated) | 5%
CCN1CCc2c(sc(NC(=O)c3ccc(S(=O)(=O)N4CCCC(C)C4)cc3)c2C(=O)OC)C1 (configuration not stated) | 8%
CCC(C)NC(=O)C1CCN(S(=O)(=O)c2ccc(Br)s2)CC1 (configuration not stated) | -2%
CCc1nnc(NC(=O)CSc2nc3c([nH]c4ccccc43)c(=O)n2-c2ccc(C)cc2)s1 | -9%

Only part of the results is shown (hit frequency here may not be typical).
